Ba/F3 V617F tox: reduced viability of JAK2V617F-dependent Ba/F3 cells, primary screen, JAK2V617F inhibitor project, cell-based, Ba/F3 EpoR-JAK2V617F, luminescence | ATP luminescence | inhibition, % at 5.6 µM | 220,000 tested, 1.1% active;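 active = inhibition above the campaign mean plus 3 SD over all tested compounds, cut at about 24% in these data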;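 note: cytokine-independent growth of Ba/F3 cells driven by EpoR plus mutant JAK2; 0% = DMSO-treated cells and 100% = JAK inhibitor I control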
PGE2 EP2 inh: human EP2 receptor antagonists, primary screen, TR-FRET cAMP, C6 glioma cells. 260,000 tested, 0.52% active. Prostaglandin E2 receptor EP2 subtype (Homo sapiens), P43116. inhibition, % at 25 µM. C6 glioma cells expressing human EP2; cells stimulated with saturating PGE2;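 active = percent inhibition above 40 after rounding to a whole number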;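 note: rat C6 glioma host cells with rolipram phosphodiesterase inhibitor present; the protocol text gives 20 µM as final concentration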
TbHK1 inh: Trypanosoma brucei hexokinase 1 inhibitors, primary screen, biochemical, G6PDH-coupled NADH absorbance, MLSCN library. 220,000 tested, 0.11% active. recombinant TbHK1, G6PDH-coupled NADH A340. inhibition, % at 10 µM. hexokinase 1 [Trypanosoma brucei];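 active = inhibition of 50% or more in the single-dose primary screen; inactive = inhibition below 50%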
RBBP9 inhibitor: human RBBP9 inhibitors, primary screen, biochemical, fluorescence polarization, FP-Rh probe, HTS. recombinant RBBP9. inhibition, % at 7.94 µM. 220,000 tested, 0.2% active;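 active = inhibition above the campaign mean of all tested compounds plus 3 SD, cut at about 14% in these data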;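 note: plate controls were DMSO wells with RBBP9 for no effect and wells lacking RBBP9 protein for full effect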
Target sequence (O75884 whole entry, looked up): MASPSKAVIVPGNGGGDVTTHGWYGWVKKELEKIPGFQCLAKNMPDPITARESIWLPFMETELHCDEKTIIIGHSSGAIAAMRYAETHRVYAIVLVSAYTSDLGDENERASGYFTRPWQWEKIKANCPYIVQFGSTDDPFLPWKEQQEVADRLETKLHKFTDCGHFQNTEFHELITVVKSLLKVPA
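Measured by: FP readout at 525/598 nm; material: recombinant human RBBP9; also added: Serine-hydrolase probe FP-Rh, 375 nM pre-mixing; medium: Tris buffer pH 8.0, NaCl, Pluronic; replication: one well per compound; doses: one concentration, 7.94 µM nominal, 0.794% DMSO; timing: preincubation 30 min plus labeling 45 min at 25 °C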
Furin inh: human furin inhibitors, primary screen, biochemical, fluorescence intensity; purified furin, fluorogenic substrate cleavage; inhibition, % at 30 µM; P09958; 220,000 tested, 0.061% active; in the data active = inhibition above about 25%; note: inactives centre near -15
Target sequence (P09958 108-714 limits assumed): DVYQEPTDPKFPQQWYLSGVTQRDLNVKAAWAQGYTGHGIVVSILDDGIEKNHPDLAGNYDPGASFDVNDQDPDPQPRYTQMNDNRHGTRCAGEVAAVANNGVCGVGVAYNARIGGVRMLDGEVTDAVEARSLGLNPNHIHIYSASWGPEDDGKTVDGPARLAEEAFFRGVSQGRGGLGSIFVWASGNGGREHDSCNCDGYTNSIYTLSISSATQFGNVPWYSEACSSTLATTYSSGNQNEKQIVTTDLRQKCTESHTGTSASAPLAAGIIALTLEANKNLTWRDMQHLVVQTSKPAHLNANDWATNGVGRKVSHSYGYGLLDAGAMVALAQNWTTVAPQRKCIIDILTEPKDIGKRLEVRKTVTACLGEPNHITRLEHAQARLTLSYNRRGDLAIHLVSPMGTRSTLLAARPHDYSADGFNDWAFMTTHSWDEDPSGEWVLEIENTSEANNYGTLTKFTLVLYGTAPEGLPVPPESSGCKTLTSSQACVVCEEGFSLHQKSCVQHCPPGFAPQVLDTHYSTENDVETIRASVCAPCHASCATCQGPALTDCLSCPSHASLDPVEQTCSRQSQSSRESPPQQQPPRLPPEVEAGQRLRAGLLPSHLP
BaF3 tox: parental Ba/F3 cell viability inhibition, counter-screen for JAK2V617F inhibitor project, murine pro-B, CellTiter-Glo luminescence. AID 1486, 2009. inhibition, % at 5.6 µM. 220,000 tested, 1.1% active. CellTiter-Glo ATP luminescence;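 active = inhibition above a per-campaign cutoff, the mean inhibition of all tested compounds plus 3 SD, cut at about 27% in these data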;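 note: 0% = DMSO wells and 100% = JAK Inhibitor I control wells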
PPC-1+TRAIL kill: compounds killing PPC-1 cancer cells with TRAIL present, primary screen, TRAIL potentiator project, ATPLite luminescence, uHTS; PPC-1 cells + TRAIL, ATPLite viability luminescence; cell killing (% activity), % at 4 µM; 220,000 tested, 0.41% active;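 active = cell killing above 50% in the first pass at 4 µM, then a duplicate retest at 5 µM averaging 50% or more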;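 note: plate controls were cells with TRAIL plus DMSO for no effect and medium-only wells lacking cells for full effect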
p97 ATPase inh: inhibitors of human p97 ATPase, primary screen, biochemical; inhibition, % at 8 µM; recombinant p97 ATPase, Kinase-Glo ATP luminescence, 3 h; Transitional endoplasmic reticulum ATPase (Homo sapiens), P55072; 220,000 tested, 0.42% active; AID 1481, 2009; in the data active = inhibition above about 15%;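 note: 0% = DMSO vehicle and 100% = wells lacking enzyme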
NCF1 inh: p47phox/p22phox peptide binding inhibitors, primary screen, biochemical, uHTS, NADPH oxidase regulatory subunit; 220,000 tested, 0.53% active; inhibition, % at 24.7 µM; Neutrophil cytosol factor 1 (Homo sapiens), P14598; fluorescence polarization, 2 h;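 active = inhibition above about 30%, limit read from the data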;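 note: 0% = p47phox with labelled peptide and 100% = labelled peptide alone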
Active calls of the source: *; nt = not tested or not shown; + = active, no number; & = joins results of further samples; [ ] = remark or other dose.

1) Cc1ccccc1OCC(O)CN(CCO)Cc1ccccc1 (stereo not given)
2) Cn1c(-c2ccccc2)cnc1SCC(N)=O
3) O=C(Cc1ccc(Cl)c(Cl)c1)Nc1ccccc1N1CCOCC1
4) CCOc1cc2c(Cl)ncnc2c(OCC)c1OCC
5) CCOC(=O)C(C)Oc1cccc2c(=O)n(CC(=O)NCc3ccco3)ccc12 (stereo not given)

compound no.	1	2	3	4	5
Ba/F3 V617F tox	3	-3	1	0	77*
PGE2 EP2 inh	5	4	4	10	8
TbHK1 inh	2	1	-2	-6	-11
RBBP9 inhibitor	4	-10	-3	-8	-4
Furin inh	-21	-18	-21	-4	-12
BaF3 tox	9	-2	6	-1	68*
PPC-1+TRAIL kill	20	12	-2	8	14
p97 ATPase inh	4	6	0	-11	-1
NCF1 inh	-2	-8	-24	-2	-18

6) O=C(COc1cccc(Cl)c1)Nc1ccc(N2CCOCC2)cc1
7) O=C(O)CCn1c(=O)n(CCC(=O)O)c(=O)n(CCC(=O)O)c1=O
8) COc1ccc(/C=N/NC(=O)CCSc2nc3ccccc3s2)cc1
9) Cc1cc(C)cc(Nc2ncc3c(n2)CCCC3=O)c1
10) O=C(c1ccc(Cl)c(S(=O)(=O)N2CCCCCC2)c1)N1CCN(c2ccccn2)CC1

compound no.	6	7	8	9	10
Ba/F3 V617F tox	-4	-1	-1	-2	0
PGE2 EP2 inh	20	8	6	10	2
TbHK1 inh	-6	-2	-1	-15	-6
RBBP9 inhibitor	-2	2	-3	6	-6
Furin inh	-21[20 µM]	-24	-21	-19	-12[20 µM]
BaF3 tox	3	4	4	-5	6
PPC-1+TRAIL kill	16	3	8	14	22
p97 ATPase inh	1	2	3	1	0
NCF1 inh	-1	7	23	-13	-8

11) Nc1nc(-c2ccco2)cs1
12) Fc1ccc(N2CCN(c3ncnc4nc[nH]c34)CC2)cc1
13) N#Cc1c(-c2ccccc2Cl)cc(-c2ccccc2)[nH]c1=S
14) O=C(CCl)NCCCN(C(=O)C(Cl)Cl)c1ccc([N+](=O)[O-])cc1
15) CC1CN(Cc2nc3c(c(=O)n(C)c(=O)n3C)n2CCN2CCOCC2)CC(C)O1 (stereo not given)

compound no.	11	12	13	14	15
Ba/F3 V617F tox	3	3	-1	-2	-2
PGE2 EP2 inh	14	13	6	6	5
TbHK1 inh	-1	0	-7	-4	-1
RBBP9 inhibitor	6	-7	-6	4	-11
Furin inh	-13	-8	-8	-21	-26
BaF3 tox	7	3	-1	0	1
PPC-1+TRAIL kill	24	-3	27	6	7
p97 ATPase inh	3	-11	1	4	1
NCF1 inh	-8	-14	-8	-3	-12

16) O=C1C=C(NCc2ccc(Cl)c(Cl)c2)CC1
17) O=C(CSc1nc(-c2ccc(F)cc2)nc2c1Cc1ccccc1O2)Nc1ccc(C(=O)O)cc1
18) COc1ccccc1-n1c(N)c(C(N)=O)sc1=S
19) Cc1ccc(NC(=S)N2CCN(c3nccc(C(F)(F)F)n3)CC2)c(C)c1
20) CCCCN(C(=O)CNC(=O)c1cccs1)C(C(=O)NC1CCCC1)c1ccncc1 (stereo not given)

compound no.	16	17	18	19	20
Ba/F3 V617F tox	0	4	1	-2	-2
PGE2 EP2 inh	11	0	15	11	10
TbHK1 inh	1	26	-20	-14	-1
RBBP9 inhibitor	-4	-13	-6	-3	-2
Furin inh	-14[20 µM]	-24	-1	-11	-37
BaF3 tox	4	12	2	-2	10
PPC-1+TRAIL kill	20	-12	23	20	nt
p97 ATPase inh	4	-4	2	-3	4
NCF1 inh	-11	-125	-4	-7	-16

21) Cn1c(=O)n(C)c2cc(CN3C(=O)OC(C)(C)C3(C)O)ccc21 (stereo not given)
22) COc1ccc2c(c1)O[C@@H](c1ccc3c(c1)OCO3)[C@H](OC(=O)Nc1cc(OC)c(OC)c(OC)c1)C2=O
23) CCOC(=O)CSc1nnc(Cn2nnc(-c3ccccc3)n2)n1C
24) Cc1ccc(N=C2NC(=O)C(CC(=O)NCc3ccccc3)S2)cc1C (stereo not given)
25) CC(=O)Nc1c([N+](=O)[O-])cc(C)c(Cl)c1[N+](=O)[O-]

compound no.	21	22	23	24	25
Ba/F3 V617F tox	4	6	-4	-4	2
PGE2 EP2 inh	12	16	6	9	1
TbHK1 inh	1	-17	-1	3	-9
RBBP9 inhibitor	-7	-10	-7	5	-5
Furin inh	-20	-17	-17[20 µM]	-11	-17
BaF3 tox	7	12	-3	-1	8
PPC-1+TRAIL kill	5	16	13	24	10
p97 ATPase inh	-9	3	5	-1	6
NCF1 inh	-3	-6	-3	-1	5

26) Cc1nc2cc(Cl)c(Cl)cc2n1CCCO
27) COC(=O)c1ccc(NC(=O)CSc2nnc(-c3ccncc3)n2C)cc1
28) NC(=O)Nc1cccc2ccccc12
29) Cc1[nH][nH]c(=O)c1C(c1ccc(-c2ccc(C(=O)O)cc2)o1)c1c(C)[nH][nH]c1=O
30) Cn1nnnc1SCC(=O)N1CCOCC1

compound no.	26	27	28	29	30
Ba/F3 V617F tox	2	0	1	2	-1
PGE2 EP2 inh	5	4&10	5	9	8
TbHK1 inh	-1	5	1	-3	5
RBBP9 inhibitor	9	-4	-11	0	-1
Furin inh	-21	-19	-10	-20	-18[20 µM]
BaF3 tox	1	5	4	3	2
PPC-1+TRAIL kill	-1	2	8	8	16
p97 ATPase inh	5	2	1	25*	3
NCF1 inh	3	-1	-3	-2	-9

31) CCOC(=O)c1c(NC(C)=O)sc2c1CCC(C=NCCCN(CC)CC)=C2Sc1ccccc1
32) COc1ccc(NS(=O)(=O)c2ccc(Cl)c(C(=O)O)c2)cc1S(=O)(=O)N1CCCCC1
33) Cc1ccc(OCc2ccc(C(=O)Nc3nc4ccccc4n3C)o2)c([N+](=O)[O-])c1
34) C=CCOc1ccc(C2CC(C)=NN2c2ccccc2)cc1 (stereo not given)
35) Cc1cccc(CSc2ncc(CO)n2C)c1

compound no.	31	32	33	34	35
Ba/F3 V617F tox	6	-3	0	-6	0
PGE2 EP2 inh	11	11	9	5	18
TbHK1 inh	1	3	17	1	-3
RBBP9 inhibitor	-5	-7	0	-4	-7
Furin inh	5[20 µM]	-38	-15	-21	-6[20 µM]
BaF3 tox	4	10	2	3	0
PPC-1+TRAIL kill	nt	25	-13	10	2
p97 ATPase inh	-6	9	0	2	-2
NCF1 inh	nt	-3	-2	0	-2

36) COc1cc(C(=O)Nc2cnc(NC(=O)C(C)C)cc2C)cc(OC)c1OC
37) O=C(Nc1nc(-c2ccccn2)cs1)c1ccc([N+](=O)[O-])o1
38) O=C1CCC(=O)N1CC(=O)N1c2ccccc2Sc2ccccc21
39) CC(=O)C1=C(C)NC(SCC(=O)c2ccccc2)=C(C#N)C1CC(C)C (stereo not given)
40) CCN(CC)CC(O)COc1ccc2c(c1)c(C(C)=O)c(C)n2-c1ccccc1 (stereo not given)

compound no.	36	37	38	39	40
Ba/F3 V617F tox	-5	84*	-3	1	-4
PGE2 EP2 inh	11	6	-8	16	13
TbHK1 inh	7	-10	1	-5	7
RBBP9 inhibitor	-9	-20	-5	-5	5
Furin inh	-27	5	-24	-22	-9[20 µM]
BaF3 tox	2	89*	5	3	-1
PPC-1+TRAIL kill	nt	9	6	17	32
p97 ATPase inh	3	4	3	-1	1
NCF1 inh	-9	6	-2	-19	-9

41) Cc1noc(C)c1-c1nnc(-c2ccc(OC(F)(F)F)cc2)o1
42) COc1cc(C2N=C(c3ccccc3)NO2)cc(Br)c1O (stereo not given)
43) COc1ccc(/C=C\c2onc(C)c2S(=O)(=O)N2CCC(C(=O)NCc3ccco3)CC2)cc1
44) COc1ccc(C2C(C(C)=O)=C(C)N=c3s/c(=C\c4ccc5c(c4)OCO5)c(=O)n32)c(OC)c1 (stereo not given)
45) Cn1nc(-c2ccc(NCCO)c([N+](=O)[O-])c2)c2ccccc2c1=O

compound no.	41	42	43	44	45
Ba/F3 V617F tox	-3	2	4	-1	4
PGE2 EP2 inh	10	2	7	6	-1
TbHK1 inh	-7	5	-9	-24	-5
RBBP9 inhibitor	-2	-7	-18	8	-5
Furin inh	-22	1[20 µM]	-1	-15[20 µM]	-6
BaF3 tox	-2	3	1	4	-4
PPC-1+TRAIL kill	28	9	15	nt	14
p97 ATPase inh	2	-4	-6	3	-6
NCF1 inh	0	+	-6	nt	2

46) Cc1ccccc1-c1n[nH]c(=S)n1/N=C/c1c(C)nn(-c2ccccc2)c1C
47) CSc1cccc(NC(=O)C2CCCN2S(=O)(=O)c2ccc3c(c2)CCC(=O)N3)c1 (stereo not given)
48) COc1ccc(CCN(Cc2cc3ccc(C)cc3n3nnnc23)C(C)=O)cc1OC
49) Cc1cc(Oc2ccc3ccccc3c2)nc(SCC(=O)c2ccccc2)n1
50) Cc1ccc(NC(=S)N2CCSC2c2cccs2)cc1 (stereo not given)

compound no.	46	47	48	49	50
Ba/F3 V617F tox	5	-4	2	-1	-3
PGE2 EP2 inh	4	7	5	10	11
TbHK1 inh	-6	1	3	31	1
RBBP9 inhibitor	-2	8	-10	-11	-4
Furin inh	-23	-11	-14	-9	-8
BaF3 tox	7	1	12	3	1
PPC-1+TRAIL kill	17	2	-9	0	13
p97 ATPase inh	-2	2	0	-2	9
NCF1 inh	-21	-13	0	-4	-13

51) Cc1ccn2cc(-c3ccc(Br)cc3)nc2c1
52) CCN(CC)c1ncnc2ccc(Br)cc12
53) Cc1ccc(C(=O)NCCc2nnc3ccc(SCC(=O)Nc4ccc(C)cc4C)nn23)cc1
54) Cc1cc(OC(C)C)c2c(-c3ccccc3)cc(=O)oc2c1
55) Cc1cccc(C(=O)OCC(=O)NCC(C)C)c1O

compound no.	51	52	53	54	55
Ba/F3 V617F tox	0	-1	-1	2	0
PGE2 EP2 inh	5	4	5	11	11
TbHK1 inh	-5	-14	-1	20	3
RBBP9 inhibitor	-5	4	-5	-11	-3
Furin inh	-18	-1[20 µM]	-24	-15[20 µM]	-28
BaF3 tox	3	-1	11	7	4
PPC-1+TRAIL kill	82*[5 µM]	31	16	25	12
p97 ATPase inh	3	1	5	-6	4
NCF1 inh	-3	4	-4	-10	-8

A portion of the library. The share of hits here may be higher or lower than overall.
